# Source: PubChem (Sanford-Burnham Center for Chemical Genomics)
# MPTP inh – blocks calcium-induced mitochondrial swelling; isolated mouse mitochondria, Ca2+ swelling absorbance, 30 min; inhibition, % at 10 µM; 360,000 tested, 1.4% active; AID 602449;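 active = inhibition of 50% or more, scaled per plate between neutral and stimulator controls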;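 also: 0% = DMSO wells given calcium and 100% = 1 mM EGTA wells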
# hIAP act – increases human intestinal alkaline phosphatase activity; activation factor at 10 µM; P09923; purified human IAP, CDP-Star luminescence, 30 min; active compounds read high; 1 = vehicle-only enzyme, 0 = enzyme-free background; 330,000 tested, 0.16% active;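 active = activation factor of the enzyme at least 2-fold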; also: the source names both 10 and 20 µM as test concentration; values of inactives mirror those of a sister screen read the other way
# ATG4B inhibitor – ATG4B (human) cysteine protease inhibition; 340,000 tested, 0.51% active; AID 504462; ATG4B cleavage of LC3-PLA2, NBD-HPC fluorescence, 1 h; Q9Y4P1; inhibition, % at 8.33 µM; in the data active = inhibition above about 40%
# SENP6 inh – blocks the human protease SENP6. 330,000 tested, 1.8% active. inhibition, % at 10 µM. Recombinant SENP6 catalytic domain, aminoluciferin luminescence. Q9GZR1;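 active = inhibition above about 50% at the single tested dose, limit read from the data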;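 also: plate controls were DMSO wells with enzyme for no effect and DMSO wells lacking enzyme for full effect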
# Target sequence (Q9GZR1 628-1112 limits assumed): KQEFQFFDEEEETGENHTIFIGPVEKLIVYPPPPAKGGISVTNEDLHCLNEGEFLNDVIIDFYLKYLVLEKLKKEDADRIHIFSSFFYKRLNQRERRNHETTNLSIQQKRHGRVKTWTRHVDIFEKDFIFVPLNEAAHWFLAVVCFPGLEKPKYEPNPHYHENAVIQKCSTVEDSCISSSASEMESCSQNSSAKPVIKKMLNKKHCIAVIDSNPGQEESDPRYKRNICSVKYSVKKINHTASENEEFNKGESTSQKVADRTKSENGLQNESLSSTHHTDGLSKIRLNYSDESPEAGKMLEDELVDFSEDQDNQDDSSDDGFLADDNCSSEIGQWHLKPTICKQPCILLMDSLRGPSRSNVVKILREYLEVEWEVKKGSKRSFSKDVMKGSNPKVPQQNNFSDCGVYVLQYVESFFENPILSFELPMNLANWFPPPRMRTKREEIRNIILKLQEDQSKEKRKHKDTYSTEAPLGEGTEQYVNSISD
# GRIN3A LBD mod – NR3A (human) ligand-binding domain modulation; NR3A LBD differential scanning fluorimetry, Tm shift; 0% = protein alone, 100% = glycine-bound protein; Tm shift relative to glycine control, % at 25 µM; 340,000 tested, 2.5% active;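 active = melting temperature shift of at least 10% of the positive control shift, at one fixed dose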
# PfG6PD inh – PfG6PD (Plasmodium falciparum) enzyme inhibition. PfGluPho enzyme, NADPH resazurin-diaphorase fluorescence. inhibition, % at 20 µM. 350,000 tested, 0.78% active. AID 504690;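 active = inhibition reaching at least a set limit at 20 µM in the primary screen, cut at about 59% in these data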;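 also: 0% = DMSO wells with substrate and 100% = DMSO wells lacking glucose-6-phosphate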
# SENP1 inh – inhibitors of human SENP1 SUMO protease catalytic domain; recombinant SENP1 catalytic domain, CyPet-SUMO1-YPet FRET cleavage; 360,000 tested, 0.21% active; inhibition, % at 10 µM; Q9P0U3;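 active = inhibition at least 30% at 10 µM, raw YFP signal under a set limit, fluorescence ratio 0.5 to 1.5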;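 also: 0% = enzyme with DMSO and 100% = no enzyme wells; some results filed as inactive read as strong as hits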
# Target sequence (Q9P0U3 419-644 limits assumed): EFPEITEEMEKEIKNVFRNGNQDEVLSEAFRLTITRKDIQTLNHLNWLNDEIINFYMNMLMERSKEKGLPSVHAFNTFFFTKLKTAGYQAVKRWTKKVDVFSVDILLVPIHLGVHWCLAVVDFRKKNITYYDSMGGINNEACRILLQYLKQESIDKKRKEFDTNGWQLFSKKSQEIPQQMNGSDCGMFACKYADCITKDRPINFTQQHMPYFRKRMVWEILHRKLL
#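 system = hSENP1 catalytic domain, recombinant | reagent = SFCypet-SUMO1-SFYpet substrate at 25 nM | doses = one dose per compound, 10 µM, 0.5% DMSO | incubation = enzyme reaction for 50 min at room temperature, dark | measured by = FRET, CFP and YFP emission | controls = no-enzyme low, enzyme-DMSO high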
# SENP8 inh – SENP8 (human) protease inhibition. Q96LD8. 360,000 tested, 0.64% active. inhibition, % at 20 µM. recombinant SENP8, Nedd8 substrate fluorescence; in the data active = inhibition mostly above about 40%, no sharp cut-off; inactive = mostly below about 27%
# Target sequence (Q96LD8 whole entry, looked up): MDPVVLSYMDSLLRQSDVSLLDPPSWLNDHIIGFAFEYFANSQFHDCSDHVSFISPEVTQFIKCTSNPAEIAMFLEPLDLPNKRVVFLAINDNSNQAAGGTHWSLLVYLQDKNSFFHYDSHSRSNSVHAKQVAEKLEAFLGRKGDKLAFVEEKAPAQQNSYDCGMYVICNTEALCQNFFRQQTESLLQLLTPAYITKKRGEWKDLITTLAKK
# Starred values were filed as active, the others as inactive; i = inactive; / = not tested or not shown. Not a hit list (roughly 6.7% active in at least one column).
molecule	MPTP inh	hIAP act	ATG4B inhibitor	SENP6 inh	GRIN3A LBD mod	PfG6PD inh	SENP1 inh	SENP8 inh
O=C(NNC1=NS(=O)(=O)c2ccccc21)c1ccccc1	1.0	0.97	-3	-2	0	-6	2	10
COc1ccc(NC(=O)C2=Cc3ccccc3OC2)cc1	-1.0	0.93	7	68*	-5	21	-2	10
Cc1cccc(Nc2nnc(SCC(=O)Nc3ccc(C(=O)O)cc3)s2)c1	0.0	0.99	-2	-40	-4	-2	1	11
COc1ccc2sc3ccccc3c(=O)c2c1	1.1	0.9	-2	88*	1	4	-23	i
O=C(Cn1cc(C(F)(F)F)ccc1=O)N1CCCc2ccccc21	-0.5	1	-3	-11	1	-1	2	1
Cc1ccc2c(c1C)OC(=O)CC2c1ccccc1 (stereo not given)	0.3	1.1	4	4	-1	-12	5	7
Cc1cc(C)nc(N2CCC(C(=O)Nc3cccc(C(F)(F)F)c3)CC2)n1	21	1.1	-3	-15	-7	8	1	-15
O=C(Nc1ccnn1C1CCN(CC(O)CO)CC1)C1CCCC1 (stereo not given)	1.4	0.97	2	-2	3	-2	1	-2
COc1cc(-c2noc(CCC(=O)NC3CCCCC3)n2)cc(OC)c1OC	-2.3	1	-3	-18	-1	-21	-1	12
CC1(C)Cc2c(C#N)c(N3CCOCC3)nc(-c3ccccc3)c2CO1	0.5	0.83	-6	7	-5	-7	-9	i
COC(=O)c1ccccc1NC1c2ccccc2C(=O)N1c1cccnc1 (stereo not given)	-0.8	0.97	-11	-10	-1	-7	2	-421
Cc1cc(C)c(S(=O)(=O)N(CC(=O)NCc2cccnc2)C2CCCCC2)c(C)c1	1.0	1	-14	10	-2	5	0	9
COCCNC(=O)C(c1ccc(C)o1)N(C(=O)c1snc(C(N)=O)c1N)c1cccc(C)c1 (stereo not given)	-0.8	1.1	-9	1	/	8	-22	-276
O=C(NCC1CCCO1)c1ccc(-c2ccccc2Cl)o1 (stereo not given)	1.4	1.1	-3	-2	-1	-3	0	5
O=C(CSc1c2c(nc3cc(Cl)ccc13)CCCC2)NCCCN1CCOCC1	-0.6	1.2	-5	-2	0	5	-1	10
COc1ccc(Cn2c(N)c(S(=O)(=O)c3cccs3)c3nc4ccccc4nc32)cc1	8.9	0.88	10	0	5	-17	-24	-294
CC(=O)Nc1ccc(S(=O)(=O)NCCC(=O)N2CCC(Cc3ccccc3)CC2)cc1	0.2	1	-10	-1	-1	-4	2	2
Cc1ccc(NC2SC(=O)N(Cc3cccc(C(=O)O)c3)C2=O)cc1 (stereo not given)	-4.1	1	1	-7	-1	-14	0	23
COc1cc(NS(=O)(=O)c2ccc(NC(=S)NC(=O)C3CCCC3)cc2)nc(OC)n1	-0.9	0.91	-5	13	-2	-14	2	4
CC(=O)Nc1ccc(NC(=O)CSCc2cnn(-c3ccccc3)c2-n2cccc2)cc1	-1.2	1.1	0	-4	-3	-12	-3	3
CCN(CC(=O)Nc1c(F)cccc1F)C(=O)c1ccc(Cl)c(S(=O)(=O)N2CCCCC2)c1	-0.4	1.2	-4	2	-2	-3	-2	-1
O=C(CCCCn1c(=O)c2ccccc2n(Cc2ccc(Cl)cc2)c1=O)NCc1ccco1	-5.6	0.86	-3	-24	14*	7	0	8
Cc1ccc(C(=O)N2CCN(Cc3ccc4c(c3)OCO4)CC2)c(Cl)c1	6.5	1.2	2	6	1	10	0	13
CC(C)c1nc(CNC(=O)C2CCC(=O)N(CCc3ccc(Cl)cc3)C2)no1 (stereo not given)	0.2	1.1	16	-13	0	-4	-1	9
O=C(Nc1sc2c(c1C(=O)O)CCCCC2)c1ccccc1	-2.6	1.1	21	99*	-22	80*	0	-100
Cc1ccccc1NC(=O)NC1(C(=O)N2CCC(O)CC2)CCCCC1	-3.6	1.1	3	-3	0	-20	0	7
Cc1cc(C)n(CC(=O)c2ccccc2)c(=O)c1C#N	0.3	0.89	4	3	1	-10	-7	2
Cc1ccc(NC(=O)CSc2nnc3ccccn23)c(Cl)c1	-0.1	/	/	/	/	6	0	-38
CNC(=S)Nc1ccc(Nc2ccccc2)cc1	-1.0	1	-1	6	-3	0	2	16
CN(CC(=O)Nc1ccncc1)S(=O)(=O)c1ccccc1	-2.3	1.1	-3	-15	0	-8	4	19
O=C(OCC(=O)N1CCc2ccccc21)c1ccc[nH]c1=O	0.0	1.1	2	-11	3	-8	2	5
CCOC(=O)c1c(C)oc2ccc(NS(=O)(=O)c3ccc(C(=O)O)cc3)cc12	-1.4	0.95	2	-7	-4	-27	2	14
CCCOc1ccccc1-n1sc2c(c1=S)-c1cc(OC)cc3c1N(C(=O)C3=O)C2(C)C	13	0.94	-3	-8	-1	28	2	20
CCc1cc(=O)oc2cc(C)cc(OCC(=O)NCc3cccnc3)c12	-2.3	0.97	3	5	-1	-8	0	-305
COc1ccc(C)cc1NC(=O)C1CCCN(S(=O)(=O)c2cccs2)C1 (stereo not given)	0.5	0.95	-2	-7	0	25	0	14
C/C(=N/OCc1ccc(Br)cc1)c1ccccn1	-1.3	1.2	12	-6	4	7	2	31
Cc1ccc2c(CC(=O)NC3=NCCS3)coc2c1	-3.7	0.82	-11	5	-2	1	-3	-3
O=C(Nc1ccc(-c2ccco2)cc1)C1CCCN(Cc2ccc(CO)o2)C1 (stereo not given)	-0.3	1.3	-6	-6	1	11	-2	-14
COc1cccc(CNCc2ccc(OC)c3ccccc23)c1OC	3.6	1.2	5	-15	-4	-11	2	-42
Cc1cccc(C)c1NC(=O)COC(=O)CN1C(=O)C2CCCCC2C1=O (stereo not given)	0.1	0.99	-1	4	3	-14	1	9

# Compound profiles, from the list above. Order of screens: MPTP inh	hIAP act	ATG4B inhibitor	SENP6 inh	GRIN3A LBD mod	PfG6PD inh	SENP1 inh	SENP8 inh
# `Cc1ccc2c(CC(=O)NC3=NCCS3)coc2c1` across the screens: -3.7	0.82	-11	5	-2	1	-3	-3
# `CCCOc1ccccc1-n1sc2c(c1=S)-c1cc(OC)cc3c1N(C(=O)C3=O)C2(C)C` across the screens: 13	0.94	-3	-8	-1	28	2	20

# Records listed so far marked active in PfG6PD inh:
SMILES	MPTP inh	hIAP act	ATG4B inhibitor	SENP6 inh	GRIN3A LBD mod	PfG6PD inh	SENP1 inh
O=C(Nc1sc2c(c1C(=O)O)CCCCC2)c1ccccc1	-2.6	1.1	21	99*	-22	80*	0

# (list continues)
molecule	MPTP inh	hIAP act	ATG4B inhibitor	SENP6 inh	GRIN3A LBD mod	PfG6PD inh	SENP1 inh	SENP8 inh
CCOc1ccccc1/C=N/n1nnnc1N	-0.1	1	6	-13	0	-4	-1	-18
CCNC(=S)N(CCc1cccc(C)c1)Cc1cc2cc(OC)c(OC)cc2[nH]c1=O	0.5	0.9	23	-6	-3	11	5	-407
CCOc1ccc(-c2nnc3ccc(SCc4ccc(C(=O)OC)o4)nn23)cc1	-1.6	0.98	-7	7	2	24	1	-102
O=C(c1ccco1)N1CCN(C(=O)C2CCCN(S(=O)(=O)Cc3ccccc3)C2)CC1 (stereo not given)	-1.3	0.78	-11	-7	1	-12	2	9
COc1ccc(NC(=O)Nc2cc(NC(=O)Nc3ccc(OC)cc3)c(C)nc2C)cc1	1.6	1	30	14	1	0	3	12
O=C(O)CCNc1ccc2c(c1)OCCO2	2.5	0.99	-7	-8	0	39	-27	18
CCn1c(/C=C/c2cccc([N+](=O)[O-])c2)nc2ccccc2c1=O	-0.2	0.84	-15	-1	-1	11	1	5
COc1ccc(-c2nc(C#N)c(NC(C)C)o2)cc1	1.6	1.1	-1	-22	-2	-3	0	-324
COCCNC(=O)C(=O)Nc1ccc(Cl)cc1C	-0.8	0.94	-13	-9	1	9	3	2
O=C(NNC1=NCCCCC1)Nc1cccc(Cl)c1	-0.4	1.1	-1	-7	0	7	-1	2
O=C(Nc1ccc2oc(-c3cccnc3)nc2c1)c1ccc([N+](=O)[O-])o1	3.5	/	-10	/	-2	35	0	-44
CCOCCCNC(=O)CN(Cc1ccc(Cl)cc1)S(C)(=O)=O	0.6	0.91	5	-3	-4	-11	0	14
COCCC(=O)N1CCC(Oc2ccc(C(=O)N3CCC[C@H]3CO)cc2)CC1	0.9	0.98	2	-8	0	-3	0	8
Cc1cc(C(=O)Nc2cccc(NC(=O)c3ccco3)c2)ccc1[N+](=O)[O-]	-0.8	0.97	-2	50	-4	31	0	13
O=C(COC(=O)CCCN1C(=O)c2cccc3cccc(c23)C1=O)Nc1ccc(Cl)cc1	4.6	0.95	-19	-16	0	3	1	-185
C=CCc1c(C)[nH]c2c(OC)cccc2c1=S	-0.7	1	5	-3	-1	62*	-3	-447
CCCN(CCC)c1ccc(C(O)c2nnc(-c3ccccc3)o2)cc1 (stereo not given)	1.0	0.84	-8	-5	-1	16	0	6
COc1ccc(Nc2nc3ccccc3n3cnnc23)cc1Cl	1.7	0.98	-1	0	6	10	-3	-54
COc1ccc(CC(=O)NCc2nn(-c3ccccc3)nc2C)cc1OC	-0.7	0.86	11	-23	-1	2	0	-8
CC(=O)C1=C(C)NC(SCC(=O)Nc2nc3ccccc3s2)=C(C#N)C1c1ccc(Cl)cc1 (stereo not given)	4.1	1.1	8	-11	12*	9	-18	-11
CCNC(=O)c1c(NC(=O)c2cc(-c3cc(C)cc(C)c3O)n[nH]2)sc2c1CCCC2	3.4	/	0	/	0	1	-9	-426
Cc1cc(C)nc(NC(=S)Nc2ccc(F)cc2F)c1	-0.2	0.97	-3	7	-1	1	2	10
COC(=O)/C=C1\S/C(=N/N=C/c2ccccc2)NC1=O	2.1	0.99	-12	5	-8	-20	3	17
Cc1ccccc1/C=C/c1cccc[n+]1C	-0.1	1.1	2	20	-1	5	2	10
Brc1ccc(C=Nc2ccc3c(c2)OCCOCCOCCO3)s1	-14	1	-2	-16	-1	11	-1	31
O=C(Cn1ccccc1=O)c1ccc(Cl)cc1	0.0	0.95	-7	-13	-2	4	0	6
Cc1ccc(Nc2c([N+](=O)[O-])ccc3nonc23)cc1C	0.0	1	-1	-24	-2	9	2	28
CC1CCCCC1NC(=O)c1nn(C)c(=O)c2ccccc12 (stereo not given)	3.4	0.99	9	-7	1	-16	2	7
CCCN(CCC)C(=O)c1cc(S(=O)(=O)N2CCCCC2)c[nH]1	-0.4	1.1	-10	-13	0	1	-1	25
O=C(COC(=O)COc1ccc(Br)cc1)NC1CCCCCC1	-3.2	1.2	1	-4	4	-1	2	5
COc1ccc(C(=O)NC(=O)CSc2nc3nc(C)cc(C)n3n2)cc1	0.0	1.2	-4	5	0	18	-2	2
COc1ccc2nc(N3CCCCC3)c(/C=C3\SC(=S)NC3=O)cc2c1	76*	1.3	77*	6	-2	-27	92	28
CCOC(=O)c1nn(-c2ccccc2)c2nnc(Cc3ccccc3)c(=O)n12	-1.1	1.1	-8	-6	-1	-15	1	4
NC(=O)C(c1ccccn1)c1ncc(C(F)(F)F)cc1Cl (stereo not given)	0.6	1	1	-2	0	-3	2	18
CC(OC(=O)CC1CC2CCC1C2)C(=O)Nc1ccc(N2CCOCC2)cc1 (stereo not given)	-1.0	1.2	-1	-21	-1	-12	4	18
COc1ccccc1N1C(=NC(=O)C(C)Oc2ccccc2)SC2CS(=O)(=O)CC21 (stereo not given)	-1.0	1.2	-3	9	-2	-6	1	9
O=C(Cn1nc(-c2cccc(Cl)c2)ccc1=O)Nc1ccccc1Br	0.7	0.96	0	-8	0	4	2	17
Cc1ccc([C@@H]2[C@@H]3C(=O)N(C)C(=O)[C@@H]3[C@]3(C)C(=O)N(Cc4ccccc4)CC(=O)N23)o1	-0.3	0.98	4	-6	-2	2	-3	-1
COc1ccc(CCNC(=O)C(=O)NCC2OCCN2S(=O)(=O)c2ccc(Cl)cc2)cc1 (stereo not given)	0.3	1	-10	-2	-1	1	-2	-1
